Eya2 phos inh = qHTS Assay for Inhibitors of the Phosphatase Activity of Eya2. Protein phosphatase EYA2 (Homo sapiens), O00167. recombinant Eya2, OMFP fluorescence dephosphorylation (OMFP is methylfluorescein phosphate). Potency, µM (doses to about 76.9 µM), without a hit: at the top dose activity, negative = inhibition, most hits filed as inhibitors. 330,000 tested, 0.006% active. AID 488837, 2010; further: potency means the concentration at half of the fitted maximal effect; on the % scale 0 is the no-effect control and ±100 the full control effect
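Eya2 protein (added as 0.2 uM solution) was preincubated with compound for 10 min at ambient temperature in 50 mM HEPES pH 7.5, 50 mM NaCl, 5 uM MgCl2, 0.05% BSA, 1 mM DTT. OMFP (added at 50 uM) then reacted 10 min; fluorescence read at 485/525 nm.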
TRPV1 agonist = HTS Assay for Compounds that Act as Agonists of the Vanilloid Receptor 1; Transient receptor potential cation channel subfamily V member 1 (Homo sapiens), Q8NER1; TRPV1-expressing cells, Fluo-8 calcium influx, agonist mode; activation, % at 8.33 µM; 320,000 tested, 0.19% active; in the data active means activation above about 80%; inconclusive means between about 30% and that limit; further: 0% is about no effect
Target sequence (Q8NER1 whole entry, looked up): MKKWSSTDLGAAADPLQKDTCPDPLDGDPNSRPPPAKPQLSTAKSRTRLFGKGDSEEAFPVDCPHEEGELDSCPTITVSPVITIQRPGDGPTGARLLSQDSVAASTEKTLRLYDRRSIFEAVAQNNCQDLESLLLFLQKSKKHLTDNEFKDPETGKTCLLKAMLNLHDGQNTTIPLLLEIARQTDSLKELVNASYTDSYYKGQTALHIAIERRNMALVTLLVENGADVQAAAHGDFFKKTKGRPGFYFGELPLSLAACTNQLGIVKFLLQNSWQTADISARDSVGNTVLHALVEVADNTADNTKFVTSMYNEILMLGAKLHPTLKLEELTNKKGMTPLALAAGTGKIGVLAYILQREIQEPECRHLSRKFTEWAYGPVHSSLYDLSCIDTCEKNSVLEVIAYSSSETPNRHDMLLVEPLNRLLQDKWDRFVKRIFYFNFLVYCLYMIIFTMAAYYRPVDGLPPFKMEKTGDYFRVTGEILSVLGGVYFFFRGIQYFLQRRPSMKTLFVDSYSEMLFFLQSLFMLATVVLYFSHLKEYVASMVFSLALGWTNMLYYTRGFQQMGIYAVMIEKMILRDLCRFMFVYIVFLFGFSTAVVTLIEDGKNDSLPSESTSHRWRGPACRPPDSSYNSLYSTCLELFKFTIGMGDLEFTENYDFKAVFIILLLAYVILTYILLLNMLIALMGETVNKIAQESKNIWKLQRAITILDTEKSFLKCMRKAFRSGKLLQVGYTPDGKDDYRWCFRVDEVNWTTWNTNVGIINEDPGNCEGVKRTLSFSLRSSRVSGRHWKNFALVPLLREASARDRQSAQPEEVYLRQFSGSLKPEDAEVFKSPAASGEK
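TRPV1-expressing cells were cultured overnight at 35.5C and loaded with Fluo-8 calcium dye for 40 to 90 min at room temperature. After a 10 s baseline, compound was added and calcium influx was read kinetically for 3 min (ex 480/em 520 nm).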
USP2a block = qHTS Assay for Inhibitors of Ubiquitin-specific Protease USP2a Using CHOP2 as the Reporter; 330,000 tested, 0.01% active; USP2 core, Ub-CHOP2 coupled fluorogenic reporter, 485/531; Potency, µM (titrated, usually from 38.3 µM), inactives show at the top dose activity change, negative = inhibition, actives largely listed as inhibitors;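 further: potency means the concentration at half of the fitted maximal effect; plate controls were DMSO wells for no effect and full inhibition by NEM control for full effect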
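Deubiquitinase activity read as fluorescence (485/531 nm) after Ub-CHOP2 cleavage activates the enterokinase reporter on its substrate; USP2 core 10nM, Ub-CHOP2 and substrate 25nM each, 30min compound preincubation then 60min RT; data normalized to NEM, curves fitted.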
KCNH2 3.1 block = qHTS for Inhibitors of KCHN2 3.1: Mutant qHTS. U2OS KCNH2 3.1, thallium flux FluxOr; active compounds read low. activity change, % (tested at about 1.8 µM). 340,000 tested, 0.95% active. AID 720553, 2013;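 active means maximum activity change below -70%; inconclusive means maximum activity change from -70% to -50%; inactive means maximum activity change above -50%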;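 further: thallium influx rate constant from kinetic fluorescence after stimulation buffer; on the % scale 0 is the no-effect control and ±100 the full control effect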
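Thallium flux via FluxOr fluorescence (Red40 quencher, 45 min loading) in U2OS cells virally expressing the KCNH2 3.1 isoform (1.77 x 10^8 /mL virus, overnight at 37 C). Rate constants from 2-min kinetic reads post-stimulation, normalised to positive and negative controls.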
AT treatment = qHTS Assay for Identifying a Potential Treatment of Ataxia-Telangiectasia. […] A-T fibroblasts, KAP-1 phosphorylation AlphaLISA; neocarzinostatin DNA damage 30 min before lysis. Potency, µM (titrated, usually from 57.5 µM), inactives show at the top dose activation, hits mostly activators. 320,000 tested, 0.19% active. AID 485349, 2010; further: potency means the concentration at half of the fitted maximal effect; % of control where 0% means no effect; nearly all actives have a fitted effect of over 45% in size
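hTERT-immortalized A-T patient fibroblasts ([…]), 500 cells/well in OPTI-MEM, 1% FBS, got compounds for 60 min, then NCS for 30 min at 37C. Lysates were then assayed for phospho-KAP-1 by AlphaLISA (anti-pKAP1 donor, anti-KAP1 acceptor beads), 6 hr at 25C.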
ELG1 DNA repair = qHTS screen for small molecules that inhibit ELG1-dependent DNA repair in human embryonic kidney (HEK293T) cells expressing luciferase-tagged ELG1. 330,000 tested, 2.3% active. HEK293T ELG1-luciferase reporter, luminescence, 16 h; DNA damage induced by 5-fluorouridine. Potency, µM (titrated, usually from 46.1 µM), for the others: at the highest dose activity change, negative = inhibition, usual class: inhibitors; further: potency means the concentration at half of the fitted maximal effect; on the % scale 0 is the no-effect control and ±100 the full control effect; nearly all actives have a fitted effect of over 55% in size
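Cells (2,000 per well) received 5-fluorouridine plus test compound or DMSO and were incubated 16 hr at 37 °C, 5% CO2. Luciferase activity was read by luminescence 30 min after ONE-Glo addition; signal suppression marked inhibition of damage-induced ELG1 function.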
Mito fusion act = qHTS Assay for Small Molecule Inhibitors of Mitochondrial Division or Activators of Mitochondrial Fusion. Potency, µM (titrated, usually from 46.1 µM), inactives show at the highest dose growth rescue (activation), hits mostly activators. 320,000 tested, 0.23% active. AID 485298, 2010. S. cerevisiae fusion-defective mutant growth rescue, CellTiterGlo 48 h;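 further: potency means the concentration at half of the fitted maximal effect; % of control where 0% means no effect; nearly all actives have a fitted effect of over 45% in size; temperature-sensitive fusion mutants such as fzo1-1 at 37 °C on non-fermentable ethanol glycerol medium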
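Yeast fusion mutant, YPEG (non-fermentable carbon), compound, 48 h at 37C non-permissive; CellTiterGlo added, 10 min RT, luminescence read. Rescued growth = division inhibition.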
TSHR antag = Antagonists of the Thyroid Stimulating Hormone Receptor: HTS campaign | TSHR-expressing cells, TSH-stimulated cAMP HTRF, 2 h; active compounds read low | activity change, negative = inhibition, % at 11.5 µM | 330,000 tested, 0.2% active;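 active means activity change below a set negative limit, meaning inhibition stronger than a set level, cut at about -70% in these data; inconclusive means activity change between two set negative limits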; further: on the % scale 0 is the no-effect control and ±100 the full control effect
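Competitive HTRF cAMP read-out (cryptate anti-cAMP antibody, cAMP-d2; 30 min, room temperature) in freshly harvested TSHR cells. Compounds added before TSH at EC80 (4nM final), followed by 2 hours' incubation at 37 deg C.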
TCR act = Activators of T cell receptors: qHTS campaign; primary human leukocytes, anti-CD3, IL-2 HTRF, 48 h; Potency, µM (top dose mostly 9.22 µM), for inactives: at the highest dose activation of IL-2 secretion, actives largely listed as activators; 330,000 tested, under 10 active; further: % of control where 0% means no effect
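Compounds are tested in HTS on primary human leukocytes co-incubated with a-CD3 beads for 48 hr. IL-2 output is measured by time-resolved FRET.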
KCNH2 WT inh = qHTS for Inhibitors of KCHN2 3.1: Wildtype qHTS. U2OS, BacMam KCNH2, thallium flux FluxOr; active compounds read low. activity change, % at 1.84 µM. 340,000 tested, 0.37% active. AID 720551, 2013;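 active means maximum activity change below -70%; inconclusive means maximum activity change between -70% and -50%; inactive means maximum activity change above -50%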; further: on the % scale 0 is the no-effect control and ±100 the full control effect
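U2OS cells were transduced with wild-type KCNH2 virus (2.03 x 10^8 / mL) for 4 h at room temperature, then cultured overnight at 37 C. Thallium flux was read with FluxOr dye. Rate constants were normalized to DMSO controls.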
* hit, by the source's call; ? = inconclusive; · = no result given; [ ] = another dose, or the depositor's remark. Unless noted, the call rests on the fitted dose curve; in most records, active means well fitted curve in the direction sought with a large enough effect; inconclusive means small, poorly fitted or top-dose-only effect, or another doubt; inactive means no such curve, though single readings can be large; an effect the other way counts as inactive or inconclusive.

SMILES	Eya2 phos inh	TRPV1 agonist	USP2a block	KCNH2 3.1 block	AT treatment	ELG1 DNA repair	Mito fusion act	TSHR antag	TCR act	KCNH2 WT inh
COc1ccccc1-n1cnc2cc(C(=O)N3CCOCC3)ccc21	4%	4	1%	6	16%	?	17%	22	1%	-7
O=C(CN1CCN(S(=O)(=O)c2ccc(Cl)s2)CC1)NCc1ccc(Cl)cc1	6%	4	5%	-14	·	?	18%	-11	-3%	3
CCc1ccc(C(=O)N/N=C(\C)c2cccnc2)s1	-2%	22	1%	16	24%	9%	3%	-15	-2%	1
COc1ccc(-c2cc(C(F)(F)F)nc(SCC(=O)NCc3cnn(C)c3C)n2)cc1OC	8%	?	1%	2	-10%	-12%	0%	3	0%[46.1 µM]	-174*
CCCCN(C(=O)c1cc2ccccc2o1)c1c(N)n(CC(C)C)c(=O)[nH]c1=O	1%	1	0%	-13	-2%	-7%	-3%	-4	1%[46.1 µM]	5
COc1ccc(C(=O)C2CCCN(C3Cc4ccccc4C3)C2)c(OC)c1 (centres undefined)	6%	?	1%	-4	3%	?	-1%	-24	-6%	7
C=CCN1C(=O)c2ccc(C(=O)N3CCC(C(=O)OCC)CC3)cc2C1=O	-18%	-3	0%	-3	-5%	17%	-2%	15	·	4
Cc1cccc(N(Cc2cc3ccccc3[nH]c2=O)C(=O)c2ccco2)c1C	2%	-3	-1%	-2	-7%	9%	0%	10	4%	14
Cc1ccc(C(=O)OCC(=O)N(C)C2CCS(=O)(=O)C2)cc1S(=O)(=O)N1CCCCC1 (centres undefined)	8%	8	1%	8	2%	3%	0%	-3	-5%	1
CCCOc1ccc(-c2c(C(=O)N/N=C/c3ccccc3)nnn2-c2nonc2N)cc1	-5%	-2	1%	-21	-14%	?	4%	1	11%	-2
COc1ccccc1CN(C)CC(=O)NC1CCCc2ccccc21 (centres undefined)	2%	?	-2%	4	12%	-25%	8%	-7	·	19
Cc1cccc(NC(=O)Nc2ccc3c(c2)CCC3)c1	-17%	10	-1%	11	9%	?	1%	-11	0%	-15
CCn1nc(C(=O)Nc2cc(Cl)ccc2-n2cncn2)c2ccccc2c1=O	-20%	-4	2%	-4	-1%	6%	5%	9	6%	-1
CCN1CCN(C(=O)c2cc(COc3ccc(F)cc3F)on2)[C@@H](C)C1=O	-1%	3	-3%	2	5%	?	9%	-7	-5%	-3
Clc1ccccc1CSC1=NCCN1	?	-3	-1%	3	-1%	13%	17%	-1	11%	2
CC(=O)c1c(C(C)=O)c(C)n(NC(=O)c2ccccc2O)c1C	5%	0	0%	-5	3%	-11%	0%	-7	·	21
CC(=O)N1CCN(S(=O)(=O)c2ccc(C)cc2)C1C (centres undefined)	-26%	2	7%	6	8%	0%	5%	-2	-4%	-3
N#Cc1c(N)nc2c(c1-c1ccc3c(c1)OCO3)CCCCCC2	-2%	-9	-2%	·	2%	-14%	4%	-19	0%	-8
COc1ccc(CNC(=O)C(OC(=O)c2ccco2)c2ccc(OC)cc2)cc1 (centres undefined)	3%	1	1%	3	·	-7%	-10%	16	-6%[46.1 µM]	3
O=C(CCn1c(=O)oc2ccccc21)NCCN1CCOCC1	-7%	0	-11%	27	41%	8%	3%	26	4%	-5
COc1ccc(C2=NCCn3nc4cc(OC)ccc4c32)cc1	16%	4	2%	-38	-5%	?	3%	-5	1%	3
Cc1cc(Cl)c(S(=O)(=O)NC2CCCCC2)cc1OCC(=O)Nc1nncs1	1%	0	0%	2	-1%	?	5%	-18	-5%	28
O=C(COC(=O)C1(c2ccccc2F)CCCC1)N1CCOCC1	-13%	0	4%	-5	-1%	23%	0%	1	-2%	0
Cc1cccc(C(=O)NNC(=O)c2ccccc2O)c1	-2%	1	3%	5	-4%	?	1%	22	·	-2
O=C(Cc1ccc2c(c1)CCCC2)Nc1ccccc1Br	-17%	8	2%	-8	10%	-4%	10%	-9	3%	-14
Going on with the list.
SMILES	Eya2 phos inh	TRPV1 agonist	USP2a block	KCNH2 3.1 block	AT treatment	ELG1 DNA repair	Mito fusion act	TSHR antag	TCR act	KCNH2 WT inh
C/C(=N\O)c1ccc(N2C(=O)C3CC=C(Cl)CC3C2=O)cc1 (centres undefined)	-18%	4	-2%	15	2%	?	-9%	26	0%[46.1 µM]	1
CCSC1=NCCN1C(=O)c1ccc(S(=O)(=O)N(C)C)cc1	-6%	1	0%	9	5%	-2%	13%	3	-6%	4
Cc1ccc(C)n1Cc1ccc(C(=O)O)cc1	-27%	-2	?	-4	-6%	2%	4%	-6	-2%	-12
CCC1CCCCN1CCCNC(=O)Cn1cc2c(n1)-c1c(oc(C(=O)N3CCCC3)c1C)CC2 (centres undefined)	3%	-16	3%	2	-7%	29%	2%	10	4%	-21
O=C(CN1CCOCC1)NN=C(c1ccccc1)c1ccccc1	1%	2	3%	13	-2%	9%	3%	0	-8%	1
Cc1cc(/C=N/NC(=O)C(O)(c2ccccc2)c2ccccc2)c(C)n1-c1ccccc1	2%	1	3%	2	-2%	9%	-16%	9	6%[46.1 µM]	·
Cc1ccc(CCN2CC(C(=O)NC3CCCC3)CC2=O)cc1 (centres undefined)	8%	0	3%	18	3%	9%	0%	14	-2%	1
COc1ccc(CN(CCC(c2ccccc2)C2CCOC(C)(C)C2)C(C)=O)cc1 (centres undefined)	-4%	22	0%	-3	3%	16µM*	10%	-6	1%[46.1 µM]	-18
Cc1cccc(NC(=O)Nc2cccc3ccccc23)c1	-1%	-2	1%	0	4%	1%	0%	13	-2%	-13
O=C(N/N=C/c1ccccn1)c1cc(-c2ccc3ccccc3c2)n[nH]1	-8%	-2	-1%	-8	-11%	?	18%	-27	3%[46.1 µM]	-29
Cc1oc2cc(O)ccc2c(=O)c1-c1ccccc1	8%	-5	-2%	-3	-3%	13%	8%	-4	-1%	-8
O=C(Cn1cc(C(F)(F)F)ccc1=O)N/N=C/c1ccc(Cl)cc1	-5%	-1	0%	5	4%	-3%	-3%	5	-11%[46.1 µM]	-3
Nc1ccc(C(O)(C(F)(F)F)C(F)(F)F)cc1	-3%	-2	0%	17	3%	5%	-2%	3	-1%	7
O=C1CN(S(=O)(=O)c2ccccc2)CCN1S(=O)(=O)c1ccccc1	-10%	2	0%	14	-1%	4%	-4%	2	0%[46.1 µM]	8
COc1cccc(C(=O)/C=C/c2ccc(SC)cc2)c1	3%	3	4%	17	-5%	9%	0%	8	8%	-22
Cc1ccc(NC(=O)CN2C(=O)c3ccccc3C2=O)cc1	-12%	-2	-1%	7	-9%	2%	1%	3	0%	2
Cc1ccc(C(=O)NC(=S)Nc2ccc(N3CCN(C(=O)c4ccco4)CC3)cc2)cc1	4%	1	1%	?	7%	?	-7%	-2	-2%	5
COc1cc(NC(=O)c2ccccc2C)c(OC)cc1NC(=O)CN1CCOCC1	5%	2	-1%	7	5%	-25%	0%	-11	3%	4
CC1CCN(S(=O)(=O)c2ccc(NC(=O)CN3CCN(C)CC3)cc2)CC1	0%	1	-3%	-24	-4%	-3%	1%	-4	0%	19
O=C(Nc1ccc(N2CCCC2)cc1)c1cc(Br)ccc1Cl	-2%	7	-2%	21	2%	-11%	3%	-3	-1%	36
CC(=O)CC1=NC(C)(C)Cc2ccccc21	3%	3	1%	3	-2%	20%	-3%	8	-10%	11
Cn1c(SCCC#N)nnc1-c1ccccc1F	6%	1	5%	4	6%	1%	1%	9	2%	-14
COc1cc(/C=C2/CCCC(C(=O)C(F)(F)F)=C2O)ccc1O	13%	15	-8%	2	-11%	5%	-3%	-2	-3%	-3
CC(=O)c1ccc(NC(=O)CSc2ccc3nnc(-c4ccccn4)n3n2)cc1	-10%	-9	-1%	2	-5%	12%	3%	5	-10%	-4

At a glance, three of the compounds above:
SMILES	Eya2 phos inh	TRPV1 agonist	USP2a block	KCNH2 3.1 block	AT treatment	ELG1 DNA repair	Mito fusion act	TSHR antag	TCR act	KCNH2 WT inh
C/C(=N\O)c1ccc(N2C(=O)C3CC=C(Cl)CC3C2=O)cc1 (centres undefined)	-18%	4	-2%	15	2%	?	-9%	26	0%[46.1 µM]	1
CCSC1=NCCN1C(=O)c1ccc(S(=O)(=O)N(C)C)cc1	-6%	1	0%	9	5%	-2%	13%	3	-6%	4
Cc1ccc(C)n1Cc1ccc(C(=O)O)cc1	-27%	-2	?	-4	-6%	2%	4%	-6	-2%	-12

High-throughput results from PubChem.

Some of the compounds tested; rates above refer to the full screens.
